TRHR agonist – qHTS for Small Molecule Agonists and Allosteric Enhancers of Human TRH Receptor: Primary Screen for Agonists. Thyrotropin-releasing hormone receptor (Homo sapiens), P34981. TRHR cells, calcium flux fluo-8, FDSS agonist mode. activation, % at 2 µM. 360,000 compounds, 0.18% hits; in the data active means activation above about 30%; further: 0% is about no effect
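Steps: seed TRHR cells overnight; add fluo-8 no-wash Ca dye, RT 30 min–1.5 h; record 10 s baseline; pin-transfer compounds; monitor fluorescence 1 cycle/s for the agonist window. Calcium increases flag candidate agonists.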
D1 ag – Allosteric Agonists of the Human D1 Dopamine Receptor: qHTS. D(1A) dopamine receptor (Homo sapiens), P21728. HEK293 T-REx D1 cells, calcium flux, agonist mode. activation, % at 2 µM. 360,000 compounds, 1% hits; in the data active means activation above about 30%; further: 0% is about no effect
Target sequence (P21728 whole entry, looked up): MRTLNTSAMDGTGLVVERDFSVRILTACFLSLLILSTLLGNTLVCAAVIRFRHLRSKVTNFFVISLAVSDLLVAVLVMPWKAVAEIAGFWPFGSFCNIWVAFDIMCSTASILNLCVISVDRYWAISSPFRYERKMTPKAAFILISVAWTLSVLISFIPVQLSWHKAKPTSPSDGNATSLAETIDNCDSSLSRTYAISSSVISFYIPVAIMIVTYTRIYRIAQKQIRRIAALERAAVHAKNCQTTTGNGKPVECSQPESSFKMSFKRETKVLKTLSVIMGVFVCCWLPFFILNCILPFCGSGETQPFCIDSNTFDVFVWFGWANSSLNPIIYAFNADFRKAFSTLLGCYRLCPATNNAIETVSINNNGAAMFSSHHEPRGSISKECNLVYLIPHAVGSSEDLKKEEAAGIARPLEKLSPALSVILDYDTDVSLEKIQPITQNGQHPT
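Inducible HEK293 T-REx D1 cells, force-coupled to calcium signalling, were plated at 4000 cells/well with tetracycline and held overnight at 30 C. After no-wash calcium dye loading, compound-evoked calcium rise over 180 s flagged agonists.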
RXFP1 antag – qHTS Assay for Antagonists of the Relaxin Receptor RXFP1 | activity change, negative = inhibition, % at 57.5 µM | HEK293-RXFP1, relaxin-stimulated cAMP HTRF, 30 min; hits give low values | Relaxin receptor 1 (Homo sapiens), Q9HBX9 | 350,000 compounds, 0.59% hits;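 active means activity change of -60% or lower, but not beyond a set lower limit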; further: on the % scale 0 is the no-effect control and ±100 the full control effect
Anesthetic bind – qHTS Assay for Identification of Novel General Anesthetics; Ferritin light chain (Equus caballus), P02791; Potency, µM (series often up to 77.5 µM), inactives show top-dose activity change, negative = displacement, hits mostly inhibitors; AID 485281, 2010; 350,000 compounds, 0.074% hits; apoferritin/1-aminoanthracene competitive binding, fluorescence; further: potency means the concentration at half of the fitted maximal effect; on the % scale 0 is the no-effect control and ±100 the full control effect; nearly all actives have a fitted effect of over 20% in size
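10 uM apoferritin + 50% sat. 1-AMA, PBS; cpd 10 min RT; Ex380/Em535 endpoint; normalized to free probe vs complex; 4-param Hill fit; propofol titration as pos. ctrl.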
D2 PAM – HTS Assay for Positive Allosteric Modulators of the Human D2 Dopamine Receptor: Primary Screen for Potentiators; D(2) dopamine receptor (Homo sapiens), P14416; HEK293 T-REx D2, calcium flux, EC20 dopamine potentiation; potentiation, % at 10 µM; 340,000 compounds, 0.34% hits;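 active means potentiation over 3 SD above the plate norm, cut at about 30% in these data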; further: 0% is about no effect
Target sequence (P14416 whole entry, looked up): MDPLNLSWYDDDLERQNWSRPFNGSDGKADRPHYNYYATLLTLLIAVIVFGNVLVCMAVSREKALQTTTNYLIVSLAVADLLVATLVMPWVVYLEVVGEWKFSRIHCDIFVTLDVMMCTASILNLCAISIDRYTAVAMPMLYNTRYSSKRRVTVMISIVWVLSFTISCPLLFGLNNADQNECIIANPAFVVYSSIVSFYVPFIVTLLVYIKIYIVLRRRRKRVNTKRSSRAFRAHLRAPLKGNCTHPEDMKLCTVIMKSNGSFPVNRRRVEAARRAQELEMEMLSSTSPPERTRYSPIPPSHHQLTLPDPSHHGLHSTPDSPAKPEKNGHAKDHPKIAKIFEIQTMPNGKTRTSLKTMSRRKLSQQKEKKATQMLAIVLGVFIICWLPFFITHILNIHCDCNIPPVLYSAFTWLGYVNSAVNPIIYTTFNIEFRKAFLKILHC
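Potentiation of an EC20 dopamine calcium response is measured in a force-coupled, tetracycline-inducible Hek293 Trex D2 line. Compound-only kinetic reads over 180 s flag agonists before dopamine addition.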
TRHR PAM – qHTS for Small Molecule Agonists and Allosteric Enhancers of Human TRH Receptor: Primary Screen for Enhancers; TRHR cells, fluo-8 calcium fluorescence, EC20 TRH enhancement; enhancement, % at 2 µM; AID 493056, 2011; Thyrotropin-releasing hormone receptor (Homo sapiens), P34981; 360,000 compounds, 0.66% hits; in the data active means enhancement above about 30%; further: 0% is about no effect
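Enhancer read-out: after compound pinning and an initial kinetic agonist-mode read, an EC20 of TRH (10 nM final) was injected and fluo-8 calcium signal (Ex 480/Em 530) followed at 1 s/cycle for 100 cycles in TRHR-expressing cells.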
D1 antagonist – Antagonist of Human D 1 Dopamine Receptor: qHTS | HEK293 TREx D1 cells, calcium flux, dopamine EC80; hits give low values | activity change, negative = inhibition, % at 10 µM | 360,000 compounds, 3.2% hits | AID 504652, 2011; in the data active means activity change below about -30%; further: on the % scale 0 is the no-effect control and ±100 the full control effect
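Using tetracycline-induced force-coupled D1 Hek293 cells and a calcium dye, signals were followed for 180 s after compound, then for 180 s after EC80 dopamine, to detect inhibitors.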
RXFP1 ag – qHTS Assay for Agonists of the Relaxin Receptor RXFP1 | Relaxin receptor 1 (Homo sapiens), Q9HBX9 | HEK293T-RXFP1 cAMP TR-FRET, 30 min; response scale: percent of porcine relaxin response, buffer zero | Potency, µM (doses to about 57.5 µM), for inactives: at the top dose activation, most hits filed as activators | 370,000 compounds, 0.3% hits | AID 2676, 2010; further: potency means the concentration at half of the fitted maximal effect; on the % scale 0 is the no-effect control and ±100 the full control effect; nearly all actives have a fitted effect of over 60% in size; many of its hits are not listed in these tables
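cAMP rise read by TR-FRET after 30 min, 37C compound exposure (up to 58 uM) in RXFP1-transfected HEK293 cells with Ro 20174 present. EC50 from Hill-equation fits, with 29 nM porcine relaxin as 100% and buffer as basal.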
D1 potentiator – Potentiators of Human D1 Dopamine Receptor: qHTS; D(1A) dopamine receptor (Homo sapiens), P21728; 360,000 compounds, 0.036% hits; potentiation, % at 10 µM; AID 504651, 2011; HEK293 TREx D1 cells, calcium flux, dopamine EC20 potentiation; in the data active means potentiation above about 30%; further: 0% is about no effect
* = called active by the depositor; . = not tested or not shown; [ ] = another dose, or the depositor's remark. Unless noted, the call rests on the fitted dose curve; in most records, active means well fitted curve in the direction sought with a large enough effect; inconclusive means small, poorly fitted or top-dose-only effect, or another doubt; inactive means no such curve, though single readings can be large; an effect the other way counts as inactive or inconclusive. This is a subset; count on the stated rates, not on these rows.

Under each structure: TRHR agonist	D1 ag	RXFP1 antag	Anesthetic bind	D2 PAM	TRHR PAM	D1 antagonist	RXFP1 ag	D1 potentiator
(1) CCOC(=O)C(=CNc1ccc(NC2=NCC(C)S2)cc1)C(=O)OCC (stereo not drawn)
 : -0.6	2	-8	5%	0	-2	13	-0.1%	2
(2) CSc1nc2ccc(NS(=O)(=O)c3cccc(Cl)c3Cl)cc2s1
 : -1.0	10	-7	-15%	0	0	-6	0.1%	-3
(3) COc1cccc(Nc2nc(N)nc(CCl)n2)c1
 : 0.0	1	-17	-10%	-7	15	-4	-3.7%	-4
(4) CCOc1ccccc1NS(=O)(=O)c1c(C)noc1C
 : 0.3	2	-2	-5%	-1	-3	-4	0.4%	-4
(5) CCN1CCCC(NC(=O)c2scc3c2CCCC3)C1 (stereo not drawn)
 : -0.2	3	.	-2%	-10	12	-9	1.6%	-2
(6) CCCn1nc2cc(C(=O)NCc3ccccc3)ccc2c1OCC
 : -0.4	2	.	-1%	14	3	7	-3.9%	-3
(7) O=S(=O)(Nc1cccc2cccnc12)C1CC1
 : -0.5	0	.	.	.	3	14	.	10
(8) CC(=O)Nc1ccc(/C(C)=N/NC(=O)CN(c2ccccc2Br)S(C)(=O)=O)cc1
 : 0.4	4	6	-16%	6	0	24	-0.7%	2
(9) CCOC(=O)C1=C(COC(=O)CCOc2ccc(OC)cc2)NC(=O)NC1C (stereo not drawn)
 : -0.5	2	-17	.	14	-9	-10	1.5%	-5
(10) COc1cc2nc(C3CCC3)n(NC(=O)C3CCCC(OC)C3)c(=O)c2cc1OC (stereo not drawn)
 : -0.3	-1	-10	6%	2	0	18	-1.7%	-1
(11) Cc1c(C(=O)Nc2ccc(F)c(Cl)c2)sc2nc3n(c(=O)c12)CCC3
 : -0.3	2	-5	-5%	-2	0	5	4.8%	-2
(12) COc1cc(NC(=S)N2c3ccccc3CC2C)cc(OC)c1 (stereo not drawn)
 : 0.1	1	-7	-9%	-4	-1	-27	1.1%	8
(13) O=C(NC1CC1)C1CC(=O)N(c2ccccc2)C1 (stereo not drawn)
 : 0.4	3	-8	8%	-8	17	-2	-2.2%	1
(14) N#CCCN(C(=O)COc1ccc(C#N)cc1)c1ccc(F)cc1
 : 1.3	-1	-7	-2%	4	6	16	1.5%	-2
(15) COc1ccc(-c2ccc(-c3nnc(-c4cc(OC)ccc4OC)o3)cc2)cc1
 : 0.0	3	5	-6%	-10	0	3	4.8%	-2

8 entries from above, with bars between the fields.
entry | SMILES | TRHR agonist | D1 ag | RXFP1 antag | Anesthetic bind | D2 PAM | TRHR PAM | D1 antagonist | RXFP1 ag | D1 potentiator
1 | CCOC(=O)C(=CNc1ccc(NC2=NCC(C)S2)cc1)C(=O)OCC (stereo not drawn) | -0.6 | 2 | -8 | 5% | 0 | -2 | 13 | -0.1% | 2
2 | CSc1nc2ccc(NS(=O)(=O)c3cccc(Cl)c3Cl)cc2s1 | -1.0 | 10 | -7 | -15% | 0 | 0 | -6 | 0.1% | -3
3 | COc1cccc(Nc2nc(N)nc(CCl)n2)c1 | 0.0 | 1 | -17 | -10% | -7 | 15 | -4 | -3.7% | -4
4 | CCOc1ccccc1NS(=O)(=O)c1c(C)noc1C | 0.3 | 2 | -2 | -5% | -1 | -3 | -4 | 0.4% | -4
5 | CCN1CCCC(NC(=O)c2scc3c2CCCC3)C1 (stereo not drawn) | -0.2 | 3 | . | -2% | -10 | 12 | -9 | 1.6% | -2
6 | CCCn1nc2cc(C(=O)NCc3ccccc3)ccc2c1OCC | -0.4 | 2 | . | -1% | 14 | 3 | 7 | -3.9% | -3
7 | O=S(=O)(Nc1cccc2cccnc12)C1CC1 | -0.5 | 0 | . | . | . | 3 | 14 | . | 10
8 | CC(=O)Nc1ccc(/C(C)=N/NC(=O)CN(c2ccccc2Br)S(C)(=O)=O)cc1 | 0.4 | 4 | 6 | -16% | 6 | 0 | 24 | -0.7% | 2

New compounds follow
Under each structure: TRHR agonist	D1 ag	RXFP1 antag	Anesthetic bind	D2 PAM	TRHR PAM	D1 antagonist	RXFP1 ag	D1 potentiator
(16) CCc1c(C)nc2ncnn2c1N1CCC(C(=O)NCc2ccc3c(c2)OCO3)CC1
 : -0.6	1	7	-13%	-6	1	-7	1.7%	7
(17) CN(CC(=O)O)S(=O)(=O)c1ccc2c(c1)NC(=O)CC(=O)N2
 : -0.1	2	-4	2%	-12	-1	18	0.0%	-3
(18) Cc1cc(Cl)ccc1NC(=S)N1CCC(C(N)=O)(N2CCCCC2)CC1
 : 2.1	0	.	-2%	-1	0	1	-0.9%	-1
(19) CCCCOC(=O)c1ccc(NC(=O)C(=O)NCCN(C)C)cc1
 : -0.7	22	-3	-4%	11	-19	-6	-4.0%	-7
(20) CC(=O)Nc1ccc(S(=O)(=O)Nc2nc3nc(-c4ccccc4)cc(-c4ccccc4)n3n2)cc1
 : -0.8	4	8	42%[activator]	.	7	-8	11%	5
(21) COc1nc(-c2ccccc2)ccc1-c1noc(-c2cccnc2)n1
 : -2.1	17	-13	-14%	14	46*	5	14%	-1
(22) Cc1cc(C)n(-c2nc3ccccc3c(=O)n2OC2CCCCC2)n1
 : -0.7	0	3	-17%	-4	-3	-5	2.0%	-1
(23) COc1ccc(CCN(C(=O)Cn2nnc3ccccc32)C(C(=O)NCC2CCCO2)c2ccncc2)cc1OC (stereo not drawn)
 : 1.2	2	6	-3%	-1	3	0	4.4%	0
(24) CCCN1CCN(C(c2cc3cc4c(cc3[nH]c2=O)OCO4)c2nnnn2C(C)(C)C)CC1 (stereo not drawn)
 : -1.0	1	-3	-8%	5	7	-2	2.2%	-5
(25) CCN(C(=O)CN1CCN(c2ccccc2)CC1)c1c(N)n(Cc2ccccc2)c(=O)[nH]c1=O
 : -0.4	3	4	-6%	-2	4	-3	0.5%	-3
(26) COc1ccc(-n2c(COc3ccc(C)cc3)nnc2SCC(N)=O)cc1
 : 0.2	5	-14	-12%	-3	1	1	-2.7%	-1
(27) CC1=Nn2c(nnc2-c2cc(-c3ccccc3)n[nH]2)SC1
 : 0.0	-1	-11	0%	6	-2	-9	-1.1%	0
(28) O=C(NCCCn1ccnc1)/C(=C\c1cccnc1)NC(=O)c1cccc(Br)c1
 : 0.1	3	.	-4%	2	-4	6	0.6%	-2
(29) Cc1nnc(NC(=O)CSc2n[nH]c(-c3ccccc3)n2)s1
 : -1.1	1	1	-17%	0	-3	-14	0.7%	-3
(30) CCOc1ccccc1N1CC(C(=O)N(C)Cc2cccnc2)CC1=O (stereo not drawn)
 : 0.0	0	-4	1%	4	4	-9	0.6%	-9

Under each structure: TRHR agonist	D1 ag	RXFP1 antag	Anesthetic bind	D2 PAM	TRHR PAM	D1 antagonist	RXFP1 ag	D1 potentiator
(31) O=[N+]([O-])c1ccc(Cl)c(S(=O)(=O)NCC2CCCO2)c1 (stereo not drawn)
 : 0.1	3	-5	-14%	-5	-10	2	1.5%	-4
(32) COc1ccc(/C=N\NC(=O)c2ccccc2Cl)cc1COc1c(F)c(F)c(F)c(F)c1F
 : 0.1	2	-13	-14%	-6	-1	-5	-0.2%	10
(33) COc1ccc(C(=O)NC(=S)Nc2ccccc2N2CCOCC2)cc1[N+](=O)[O-]
 : -0.4	3	-10	-7%	18	-1	-1	0.7%	1
(34) CN(C)CCNC(=S)Nc1ccc(Br)cc1
 : 0.6	5	4	3%	-12	4	-22	0.6%	2
(35) CC(=O)OC1(C(F)(F)F)Oc2ccccc2NC1=O (stereo not drawn)
 : -0.2	1	-2	-23%	-5	0	-1	-2.5%	-2
(36) Cc1nc2cc(C(=O)NCc3ccc4c(c3)OCO4)ccc2n1-c1ccc(Br)cc1
 : 0.3	1	24	-8%	-12	2	5	1.0%	-1
(37) Cn1c(CCc2ccccc2)n[nH]c1=S
 : -0.2	2	-18	-10%	-15	-2	12	-0.9%	-3
(38) Cc1ccccc1C(=O)NC1CCCN(Cc2ccccc2F)C1 (stereo not drawn)
 : -0.3	1	4	-1%	-5	-7	0	-1.7%	-3
(39) O=C(CSc1nnc(CNC(=O)c2ccc(F)cc2)o1)NCc1ccccc1
 : -0.2	2	-5	-5%	0	-6	-1	2.0%	6
(40) CCOc1ccc(C2C(C(=O)c3ccco3)=C(O)C(=O)N2Cc2cccnc2)cc1OC (stereo not drawn)
 : 0.7	2	7	0%	15	-4	2	13%	-2
(41) CCOC(=O)c1ccc(NC(=O)Nc2ccc(OC)c(OC)c2)cc1
 : -0.6	4	-31	-11%	13	14	-11	-1.4%	-4
(42) Cc1ccc(C(=O)N2CC(=O)Nc3ccc(F)cc3C2c2ccccc2)cc1 (stereo not drawn)
 : 0.5	0	5	0%	-7	3	14	-0.4%	-4
(43) N#CCSc1ccccc1NC(=O)COC(=O)CCN1C(=O)C2CC=CCC2C1=O (stereo not drawn)
 : 0.1	6	0	.	-9	2	19	-0.2%	.
(44) CC(=O)N1CCN(C(=O)CCc2nc3sc4c(c3c(=O)[nH]2)CCCC4)CC1
 : 0.7	3	1	-11%	-8	0	-1	0.3%	-3
